PfHsp90 yeast 2 = inhibits growth of yeast expressing Plasmodium falciparum Hsp90; S. cerevisiae expressing PfHsp90, BacTiter-Glo ATP, 48 h; yeast lacking PDR1 and PDR3 efflux regulators; inhibition, % at 9.4 µM; hit rate 0.32% among 310,000;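 active = every replicate shows inhibition above about 80%, whatever the replicate mean, limit read from the data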;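 also: 0% = DMSO neutral controls and 100% = 20 µM radicicol positive controls; yeast relying on Plasmodium falciparum Hsp90 in place of its own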
PKA-R1A activ = PKA-R1A complex activation; P00514+P68181; activation, % at 11.4 µM; PKA-R1A dissociation, Cy5-IP20 fluorescence polarization; scaled: DMSO 0%, 113 µM cGMP 100%; hit rate 0.083% among 340,000; AID 504707;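 active = percent activation above the mean of all tested compounds plus 3 SD, cut at about 19% in these data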;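 also: higher means more PKAc released from R1A so a rise in polarization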
phage Ecoli inh = E. coli growth loss with phage present; growth absorbance; inhibition, % at 11.9 µM; hit rate 0.26% among 360,000; AID 651602; in the data active = inhibition above about 11%
OPRM1-OPRD1 ag = agonists of human mu-delta opioid receptor heterodimerization; P35372+P41143; AID 504326; cells, OPRM1-OPRD1 heterodimerization, luminescence; hit rate 0.3% among 340,000; activation, % at 9.3 µM; in the data active = activation above about 18%;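 also: 0% = vehicle-treated cells and 100% = reference agonist; values of inactives mirror those of a sister screen read the other way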
SUMO Mot1 rescue = blocks SUMOylation pathway, rescuing yeast Mot1-301 growth; S. cerevisiae Mot1-301 growth rescue, ATP luminescence, 38.5C; percent above DMSO median, 100 means doubled; growth rescue, % at 18.8 µM; AID 2716; hit rate 1% among 320,000;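 active = every valid replicate shows activation above 250% relative to neutral control wells; inactive = the rest, any valid replicate at or below 250%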;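 also: OY570 slx delta 5 strain wells were the positive control but not used for scaling; some compounds called inactive have numbers as strong as hits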
Ecoli viability = counter-screen for AddAB inhibitors: E. coli growth inhibition; AID 449728; E. coli V3065 growth, OD600 absorbance, 18 h; inhibition, % at 11.9 µM; hit rate 0.27% among 330,000;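 active = inhibition above the campaign's mean inhibition across all tested compounds plus 3 SD, cut at about 9.9% in these data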;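 also: uninfected addAB+ strain grown without phage in ampicillin broth; 0% = DMSO wells and 100% = ciprofloxacin 0.95 µg/ml wells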
Arr AP2 block = inhibitors of human beta-arrestin and AP2 interaction. FITC-arrestin peptide / GST-AP2 beads, flow cytometry; AP2 beta2 appendage carries R879A mutation. inhibition, % at 10 µM. hit rate 0.31% among 340,000. AID 504490;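 active = inhibition above a set limit, near 3 SD of compounds lacking own fluorescence, cut at about 54% in these data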;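 also: plate controls were DMSO wells for no effect and 5 µM unlabelled arrestin peptide for full effect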
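test system = AP2 appendage R879A on GSH beads | buffer or medium = PBS plus Tween 20 (0.05%) and BSA (0.1%) | incubation = 12 min plus 1 h, RT | detection = bead flow cytometry, FITC channel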
AddAB inh = less growth of phage-infected E. coli with AddAB | E. coli expressing H. pylori AddAB, absorbance growth | inhibition, % at 11.9 µM | hit rate 0.29% among 330,000 | AID 435030; in the data active = inhibition above about 12%;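 also: 0% = vehicle wells of infected cells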
Pemphigus Ab inh = blocks pemphigus antibody binding to human desmoglein-3; DSG3-coupled beads, scFv-anti-DSG3-GFP binding, flow cytometry; active compounds read low; binding (percent of control), % at 10 µM; AID 588358; hit rate 0.48% among 310,000; P32926;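 active = binding more than 3 SD below its plate's average and above zero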;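 also: hits lower antibody fragment binding to DSG3; some compounds called inactive have numbers as strong as hits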
Target sequence (P32926 whole entry, looked up, the tested form may be a part): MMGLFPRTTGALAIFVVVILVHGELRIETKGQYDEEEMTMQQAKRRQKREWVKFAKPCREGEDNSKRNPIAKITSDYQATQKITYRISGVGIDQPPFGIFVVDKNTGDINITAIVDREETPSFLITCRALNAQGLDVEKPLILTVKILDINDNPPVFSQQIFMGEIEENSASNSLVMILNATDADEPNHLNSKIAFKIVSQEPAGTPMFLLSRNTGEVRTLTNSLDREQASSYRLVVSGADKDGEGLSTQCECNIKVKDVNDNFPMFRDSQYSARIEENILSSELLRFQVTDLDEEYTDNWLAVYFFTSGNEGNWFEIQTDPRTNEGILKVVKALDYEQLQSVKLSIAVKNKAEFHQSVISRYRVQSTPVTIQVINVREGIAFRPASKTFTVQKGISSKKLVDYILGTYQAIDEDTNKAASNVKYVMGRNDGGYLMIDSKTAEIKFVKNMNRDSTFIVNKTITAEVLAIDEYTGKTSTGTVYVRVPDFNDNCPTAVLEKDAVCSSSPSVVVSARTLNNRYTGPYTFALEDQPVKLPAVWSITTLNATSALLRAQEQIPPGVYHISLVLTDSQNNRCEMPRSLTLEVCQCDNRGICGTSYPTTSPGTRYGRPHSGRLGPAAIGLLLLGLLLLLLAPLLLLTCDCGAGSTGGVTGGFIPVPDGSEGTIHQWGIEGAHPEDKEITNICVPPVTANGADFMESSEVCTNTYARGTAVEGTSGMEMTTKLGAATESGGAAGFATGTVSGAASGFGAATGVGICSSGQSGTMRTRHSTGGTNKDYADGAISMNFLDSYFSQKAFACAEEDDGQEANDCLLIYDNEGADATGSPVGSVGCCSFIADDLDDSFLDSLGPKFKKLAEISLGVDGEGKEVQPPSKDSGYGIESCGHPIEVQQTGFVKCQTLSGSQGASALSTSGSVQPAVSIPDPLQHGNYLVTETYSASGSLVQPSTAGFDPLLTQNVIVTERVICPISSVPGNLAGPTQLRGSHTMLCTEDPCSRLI
OPRM1-OPRD1 inv = inverse agonist of human OPRM1-OPRD1 heterodimerization. hit rate 0.21% among 340,000. inhibition, % at 9.3 µM. cell-based MOR-DOR heterodimer luminescence, inverse agonism. P35372+P41143; in the data active = inhibition above about 22%, passing the limit was not always enough;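 also: 0% = cells with DMSO and 100% = wells without cells with DMSO; values of inactives mirror those of a sister screen read the other way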
Tat export inh = inhibitors of E. coli Tat protein transport; E. coli MC4100 TorA-mCherry Tat export, fluorescence; inhibition, % at 10 µM; hit rate 0.036% among 340,000;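 active = mean replicate inhibition at least 50% and at least half of replicates individually reaching 50%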;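 also: exported cargo escapes ClpAP degradation while cytoplasmic cargo is degraded and loses fluorescence; 0% = median of neutral control wells and 100% = median of NaSCN control wells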
An asterisk follows results filed as active; . = not tested or not shown.

SMILES | PfHsp90 yeast 2 | PKA-R1A activ | phage Ecoli inh | OPRM1-OPRD1 ag | SUMO Mot1 rescue | Ecoli viability | Arr AP2 block | AddAB inh | Pemphigus Ab inh | OPRM1-OPRD1 inv | Tat export inh
Cc1cccc(C(=O)Nc2ccc(S(=O)(=O)N3CCOCC3)cc2C)c1 | -11 | -6 | 1.0 | -1.9 | 197 | 0.0 | -11 | 2.6 | 108 | 10 | 1
Cc1ccc(S(=O)(=O)NCCNC(=O)N2CCOCC2)cc1 | 20 | -8 | -0.2 | -1.2 | -7 | 1.2 | -7 | 1.9 | 90 | 6 | -8
O=C(Nc1ccc(F)cc1)N1CCc2ccccc2C1 | 17 | -3 | 5.0 | 3.2 | 6 | 1.6 | -5 | 2.6 | 106 | -18 | -11
CCN(CCCNC(=O)c1[nH]c(C)c(C(C)=O)c1C)c1cccc(C)c1 | 2 | 2 | 0.8 | -1.7 | -3 | -1.2 | 5 | 0.7 | 93 | 10 | 0
Fc1ccccc1NC(=S)Nc1ccc(Br)cc1 | 2 | 2 | 10 | 2.6 | -8 | -0.5 | 15 | 2.6 | 94 | -16 | -6
CC(=O)Nc1ccc(NC(=O)c2sc3nc4n(c(=O)c3c2C)CCCCC4)cc1 | -9 | -1 | 3.6 | -1.6 | -13 | 1.5 | 34 | -0.3 | 100 | 9 | -2
CC(C)(C)OC(=O)NCCCC[C@H](NC(=O)c1[nH]cnc1C(=O)Nc1ccccc1)C(=O)OC(C)(C)C | . | -4 | 3.3 | 4.2 | -11 | -2.9 | -6 | 0.1 | 102 | -23 | 10
CSCC(=O)N1CCCC(CNC(=O)c2ccccc2Cl)C1 (stereo unspecified) | 3 | 1 | 2.8 | -2.4 | 394 | -2.4 | -5 | 0.5 | 107 | 14 | 6
Cc1ccc(CNn2cn[nH]c2=S)cc1 | 8 | -4 | 3.9 | -3.4 | 3 | 2.3 | -1 | -0.3 | 100 | 17 | -2
O=C(Nc1nc2ccsc2c(=O)s1)C1CCC1 | 17 | . | -1.7 | . | -4 | 0.2 | 36 | 0.1 | 93 | . | -3
Cc1ccc(C(=O)COc2ccc3c(C)cc(=O)oc3c2)cc1 | -9 | -5 | 0.4 | -1.3 | -1 | 0.6 | 28 | 0.3 | 94 | 6 | 3
O=C(OCc1ccc(Br)cc1)c1cccc(-c2nnc(-c3ccccc3)o2)c1 | 1 | -4 | 3.6 | -2.5 | 322 | -1.8 | -6 | 3.8 | 109 | 13 | 0
Cc1cc(C)nc(SCc2cn3c(C)cc(C)nc3n2)n1 | 13 | -1 | -2.2 | -3.5 | -4 | -0.2 | -7 | 0.9 | 115 | 19 | 0
COCc1nnc(NC(=O)c2cc(OC)c(OC)cc2[N+](=O)[O-])s1 | 23 | -4 | 2.4 | -1.4 | 10 | 0.2 | 0 | 3.0 | 128 | 8 | -9
CCOC(=O)c1ccc(NC(=S)NCc2ccc(F)cc2)cc1 | -7 | -11 | 8.3 | 6.1 | 9 | 3.3 | 1 | 9.2 | 116 | -31 | 1
NC(=O)Nc1ccc(C(=O)OCC(=O)Nc2ccc([N+](=O)[O-])cc2C(F)(F)F)cc1 | -1 | -12 | 5.5 | 2.4 | -3 | 0.7 | 12 | 3.1 | 126 | -13 | -1
CCCc1nnc(SCC(=O)O)n1CC | -23 | 0 | 0.9 | -2.4 | 4 | -0.6 | 9 | 2.8 | 96 | 12 | 3
Cc1cccc(NC(=O)C(=O)NCC2CCCO2)c1 (stereo unspecified) | -24 | -4 | 0.5 | -0.2 | 7 | 0.7 | -12 | -2.0 | 101 | 1 | 2
c1cc(-n2nnc3cnccc32)ccn1 | -1 | -8 | 3.2 | -1.9 | 9 | 2.3 | 29 | 2.8 | 93 | 10 | 6
CCn1c(CNC(=O)c2ccc(F)cc2)cc2ccccc21 | -16 | -8 | 0.7 | -1.7 | -2 | 0.5 | 22 | 1.0 | 96 | 8 | -2
O=C(O)c1cccc(S(=O)(=O)N2CCOCC2)c1 | 1 | -7 | 3.4 | -2.0 | -7 | 2.0 | 0 | 1.0 | 98 | 10 | -11
O=C(CSc1ccc(Cl)cc1)Nc1cccc(NC(=O)c2ccco2)c1 | -34 | 3 | 2.0 | 1.0 | 9 | -3.0 | 11 | -0.3 | 103 | -5 | -2
Cc1ccc(C2(C)NC(=O)N(CC(=O)N3CCN(S(=O)(=O)c4cccc(F)c4)CC3)C2=O)cc1 (stereo unspecified) | 14 | -4 | 1.5 | -1.6 | 0 | -0.6 | 17 | -1.7 | 102 | 6 | -6
C=CCNCc1cccn1-c1sc2c(c1C#N)CCCC2 | 1 | 0 | 0.7 | -2.2 | 13 | -1.5 | 11 | 2.2 | 97 | 11 | -3
COc1ccccc1OCCn1c(SCC(N)=O)nc2ccccc21 | -1 | -3 | 3.2 | -1.5 | -13 | -0.6 | -1 | 0.5 | 103 | 7 | -9
Cc1ccc(C(=O)c2ccccc2C(=O)OCC(=O)NCCc2ccc(Cl)cc2Cl)cc1 | -1 | -14 | 4.0 | 2.0 | -8 | -2.7 | -1 | 2.1 | 102 | -9 | 12
CCCNC(=O)NC(=O)CSc1nc2ccccc2c(=O)n1Cc1ccncc1 | -5 | -2 | 1.5 | -3.3 | -4 | -0.3 | 10 | -1.9 | 107 | 18 | 21
CCCN(CC(=O)Nc1ccccc1C)C(=O)Cc1c[nH]c2ccccc12 | 12 | 1 | 2.7 | 1.2 | . | . | 15 | . | 107 | -8 | 1
CCCCN1C(=O)/C(=C/C=C2\SCCN2C)SC1=S | 14 | -5 | 1.7 | -3.8 | . | . | 16 | . | 109 | 20 | 1
CN(Cc1ccccc1)c1c([N+](=O)[O-])c(=O)n(C)c2ccccc12 | 0 | 0 | -0.1 | -1.8 | 8 | 4.2 | 3 | 2.1 | . | 9 | 16
COC(=O)Cn1ncc(N(C)Cc2ccccc2)c(Cl)c1=O | 17 | -9 | 2.4 | 0.2 | 142 | -0.3 | 26 | 2.8 | . | -2 | 2
COCCCn1c(C)csc1=Nc1cccnc1 | 3 | -4 | 0.0 | -1.5 | -5 | -2.6 | -5 | 2.6 | 101 | 8 | 2
CC(C)(C)c1csc(NC(=O)CS(=O)(=O)c2ccccc2)n1 | 4 | -6 | -0.5 | 0.9 | 7 | 0.4 | -8 | 3.0 | . | -7 | 1
COc1ccc(-c2c(-c3ccccc3OC)oc3ccccc23)cc1F | -16 | -7 | 4.8 | 5.0 | -3 | 1.1 | -10 | 1.8 | 94 | -28 | -3
CCOC(=O)c1cnc2nc[nH]n2c1=O | -17 | 0 | 2.1 | -3.0 | 1 | 0.5 | 3 | -0.8 | 102 | 15 | 7
COc1ccc(-c2nc(C)ncc2-c2ccccc2)c(O)c1 | -35 | -7 | 2.1 | -2.5 | -4 | -2.1 | -5 | 0.7 | 98 | 12 | -4
Fc1ccccc1CSc1ncnc2c1ncn2C1CCCCO1 (stereo unspecified) | 3 | -2 | 3.6 | -0.4 | . | . | 22 | . | . | 2 | 7
CC(C)c1ccc(NC(=S)NCc2cccs2)cc1 | -36 | 6 | 3.1 | 6.3 | . | 1.2 | 16 | 8.6 | 103 | -33 | 7
Cc1ccc(C)c(OCCC(=O)NCCc2ccc(F)cc2)c1 | -3 | 0 | 1.8 | -3.8 | -8 | -1.1 | -14 | 6.8 | 104 | 19 | 4
O=C(Nn1cnnc1)c1ccc([N+](=O)[O-])cc1 | 11 | 3 | 3.4 | 0.0 | -5 | 0.2 | -7 | 0.5 | 100 | 0 | -11
CCN1CCN(CC(=O)Nc2cc(S(=O)(=O)N(CC)c3ccccc3)ccc2Cl)CC1 | -5 | 3 | 1.2 | -3.3 | 1 | -2.7 | 21 | -2.8 | 134 | 17 | 2
CCOc1ccccc1NC(=S)NCCCn1ccnc1 | 15 | -6 | 4.7 | -3.1 | -8 | -0.8 | -16 | 1.6 | 98 | 16 | 3
Nc1nc(Nc2ccccc2F)nc(N2CCOCC2)c1[N+](=O)[O-] | -15 | 11 | 2.5 | -3.5 | -4 | -2.4 | -6 | -0.8 | . | 17 | -5
O=C(NC1CCCC1)C(c1ccncc1)N(C(=O)c1csnn1)c1ccc(F)cc1 (stereo unspecified) | -5 | 1 | 1.8 | -2.6 | 96 | -1.6 | 1 | 2.2 | 97 | 16 | 1
Cc1cc(N2C(=O)C(=O)/C(=C(/O)c3ccccc3)C2c2cccs2)no1 (stereo unspecified) | 0 | -8 | 0.6 | -3.3 | 2 | 0.6 | 4 | -1.5 | 114 | 17 | 0
Cc1cccc(OCCCN2CCOCC2)c1 | 24 | -6 | 2.4 | -1.1 | 12 | . | 1 | . | 115 | 6 | 1
Cc1ccc2c(c1)-c1c(cnn1CC(=O)N1CCCN(Cc3ccccc3F)C1)CO2 | -2 | -19 | 2.9 | 0.3 | -2 | -0.3 | 6 | -0.3 | 91 | -2 | 7
CC(C)(C)c1ccc(OCC(=O)O/N=C(\N)c2ccncc2)cc1 | 17 | -12 | 1.6 | 4.8 | 20 | 3.1 | 4 | 0.1 | 101 | -25 | 14
O=C(CN1CCN(C(c2ccccc2)c2ccccc2)CC1)NCc1ccccc1 | 6 | 0 | 4.3 | 0.7 | 7 | 0.3 | 3 | -14 | 110 | -3 | 22
O=S(=O)(NCC1CCCN(Cc2ccccc2)C1)c1cccc2cccnc12 (stereo unspecified) | -16 | -1 | 3.4 | -0.5 | 20 | 0.3 | -8 | 1.8 | 89 | 3 | -2

(list continues)
SMILES | PfHsp90 yeast 2 | PKA-R1A activ | phage Ecoli inh | OPRM1-OPRD1 ag | SUMO Mot1 rescue | Ecoli viability | Arr AP2 block | AddAB inh | Pemphigus Ab inh | OPRM1-OPRD1 inv | Tat export inh
O=C(CSc1nnc(-c2ccco2)o1)N1CCOCC1 | -19 | 4 | 3.1 | 1.2 | 6 | 0.5 | 0 | 1.1 | 104 | -7 | -13
O=C1CCCc2c1[nH]c1ccc(Cl)cc21 | 14 | 1 | 1.2 | -1.3 | 135 | 0.7 | 9 | 0.7 | . | 7 | 5
O=C(N/N=C/c1ccccc1C(=O)O)c1cccc(S(=O)(=O)N2CCCCC2)c1 | 12 | -5 | 0.0 | 0.7 | -7 | 1.6 | 4 | 0.0 | 102 | -3 | -7
Cc1cc(C)nc(N2CCCC(C(=O)Nc3ccc(F)cc3)C2)n1 (stereo unspecified) | 11 | -8 | -0.5 | -2.1 | -9 | 1.0 | 1 | 1.5 | 113 | 11 | 9
O=C(c1cccnc1)N1CCc2ccccc21 | 0 | -5 | 2.8 | -0.9 | -4 | -1.5 | -8 | 0.8 | 97 | 5 | 4
COc1cc(C(=O)NCC(=O)OCc2ccc(F)cc2)cc(OC)c1OC | . | -3 | 0.3 | -2.4 | -14 | -0.4 | 48 | 0.5 | 99 | 10 | 9

Source: PubChem BioAssay (several laboratories)

This is a random part of the collection. About 2.8% of those tested had a hit in this group.
